POLB inh: DNA polymerase beta (human) inhibition; P06746; Potency, µM (highest dose often 114 µM), for inactives: at the highest dose activity change, negative = inhibition, hits mostly inhibitors; Pol beta primer extension/strand displacement, fluorescence kinetic; AID 485314; actives 1.3% (n = 340,000); further: potency means the concentration at half of the fitted maximal effect; on the % scale 0 is the no-effect control and ±100 the full control effect
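Values derive from four-parameter Hill fits of normalized kinetic data: reads at 0 and 10 min following addition of 50 nM substrate to 10 nM Pol beta preincubated 15 min with compound.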
Anesthetic bind: binds horse apoferritin like a general anesthetic. apoferritin/1-aminoanthracene competitive binding, fluorescence. Potency, µM (doses to about 77.5 µM), without a hit: at the top dose activity change, negative = displacement, hits mostly inhibitors. actives 0.074% (n = 350,000); further: potency means the concentration at half of the fitted maximal effect; on the % scale 0 is the no-effect control and ±100 the full control effect; nearly all actives have a fitted effect of over 20% in size
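Read-out: endpoint 1-AMA fluorescence, excitation 380 nm and emission 535 nm, after compounds sit 10 min at room temperature with 10 uM horse-spleen apoferritin in 50% saturated 1-AMA/PBS. Values come from four-parameter Hill fits.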
TRHR ag: agonists of human TRH receptor; activation, % at 2 µM; AID 493084; actives 0.18% (n = 360,000); P34981; TRHR cells, calcium flux fluo-8, FDSS agonist mode; in the data active means activation above about 30%; further: 0% is about no effect
Target sequence (P34981 whole entry, looked up): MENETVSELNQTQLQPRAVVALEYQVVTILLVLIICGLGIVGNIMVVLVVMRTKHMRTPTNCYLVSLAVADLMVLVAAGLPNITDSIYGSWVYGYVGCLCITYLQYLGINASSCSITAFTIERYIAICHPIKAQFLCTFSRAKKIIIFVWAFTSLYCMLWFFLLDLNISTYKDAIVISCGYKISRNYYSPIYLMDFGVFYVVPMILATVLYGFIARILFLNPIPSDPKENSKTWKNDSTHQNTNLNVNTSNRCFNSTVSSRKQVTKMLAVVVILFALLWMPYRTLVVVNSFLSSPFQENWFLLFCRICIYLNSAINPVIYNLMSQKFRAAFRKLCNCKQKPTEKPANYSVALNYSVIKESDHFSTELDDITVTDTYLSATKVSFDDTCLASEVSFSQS
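TRHR-expressing cells loaded with fluo-8 calcium dye; 23 nL library compound pin-transferred, kinetic FDSS fluorescence (Ex 480/Em 530) recorded about 180 s for agonist-induced calcium release, before a 10 nM TRH EC20 addition for potentiator mode.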
12-LOX inh: ALOX12 (human) lipoxygenase inhibition; P18054; Potency, µM (series often up to 108 µM), for the others: at the top dose activity change, negative = inhibition, hits mostly inhibitors; actives 1.1% (n = 580,000); AID 1671190; purified 12hLO, xylenol orange hydroperoxide absorbance; further: potency means the concentration at half of the fitted maximal effect; on the % scale 0 is the no-effect control and ±100 the full control effect
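Purified human 12hLO (150 nM final) in 25 mM Hepes, 0.01% Triton X-100, pH 7.0 was preincubated 15 min at room temperature with compound. Then 40 uM arachidonic acid was added, 30 min. Hydroperoxide was read by Fe-XO absorbance ratio 573/405 nm.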
ERG Ets-DNA blk: inhibitors of human ERG Ets domain-DNA interaction; Potency, µM (top dose mostly 76.9 µM), for inactives: top-dose FP activity, negative = inhibition, actives largely listed as inhibitors; AID 624246; P11308; fluorescence polarization, His-ERG Ets domain / labelled DNA; actives 0.028% (n = 370,000); active means well fitted inhibition curve with a large enough effect in the polarisation, with a control signal flat; inconclusive means small, poorly fitted or top-dose-only effect, or effect the other way, or a change in a side signal; inactive means no such curve, though single readings can be large or run the other way; the % refers to the polarisation;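 further: polarization taken with two DNA probes labelled with fluorescein and Texas red; potency means the concentration at half of the fitted maximal effect; % of control where 0% means no effect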
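His-tagged ERG Ets domain (1 uM in the protein solution; 300mM KCl, 50mM Tris-HCl, 1mM EDTA, 1mM DTT, pH 7.5) received compound, then a probe mix of 5 nM fluorescein-DNA and 100nM Texas-615-DNA. Fluorescence polarization was read for both dyes.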
APE1 inh: APE1 (human) endonuclease inhibition. P27695. recombinant APE1, TAMRA/BHQ-2 abasic DNA cleavage fluorescence. Potency, µM (doses to about 65.8 µM), for inactives: top-dose activity change, negative = inhibition, most hits filed as inhibitors. actives 0.35% (n = 350,000). AID 2517;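 further: potency means the concentration at half of the fitted maximal effect; plate controls were vehicle for no effect and reference inhibitor for full effect; nearly all actives have a fitted effect of over 55% in size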
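Endonuclease cleavage of a quenched abasic-site DNA duplex (50 nM) by APE1 (0.75 nM) was tracked by TAMRA dequenching. Compounds were preincubated with enzyme 15 min at room temperature; data normalized to buffer-only and DMSO wells plus NSC13755 control.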
BLM inh: inhibitors of human Bloom syndrome helicase BLM; P54132; recombinant BLM DNA unwinding, fluorescence dequenching; Potency, µM (top dose mostly 56.1 µM), without a hit: at the highest dose activity change, negative = inhibition, hits mostly inhibitors; actives 0.2% (n = 350,000); AID 2528;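 further: potency means the concentration at half of the fitted maximal effect; plate controls were vehicle for no effect and no enzyme for full effect; nearly all actives have a fitted effect of over 35% in size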
POLK inh: blocks human DNA polymerase kappa activity | Q9UBT6 | purified Pol kappa, fluorescent DNA synthesis assay, 10 min | Potency, µM (series often up to 107 µM), inactives show at the top dose activity, negative = inhibition, usual class: inhibitors | actives 0.53% (n = 400,000); further: potency means the concentration at half of the fitted maximal effect; on the % scale 0 is the no-effect control and ±100 the full control effect
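Readout: fluorescence, taken kinetically at 0 and 10 min. Conditions: 10 nM Pol kappa, 15 min RT compound preincubation, 50 nM substrate final. Controls: enzyme-free buffer wells.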
POLI inh: inhibitors of human DNA polymerase iota. Q9UNA4. actives 1% (n = 390,000). Potency, µM (titrated, usually from 115 µM), inactives show top-dose activity, negative = inhibition, actives largely listed as inhibitors. Pol iota fluorescent replication assay, 10 min. AID 588590; further: potency means the concentration at half of the fitted maximal effect
Target sequence (Q9UNA4 whole entry, looked up): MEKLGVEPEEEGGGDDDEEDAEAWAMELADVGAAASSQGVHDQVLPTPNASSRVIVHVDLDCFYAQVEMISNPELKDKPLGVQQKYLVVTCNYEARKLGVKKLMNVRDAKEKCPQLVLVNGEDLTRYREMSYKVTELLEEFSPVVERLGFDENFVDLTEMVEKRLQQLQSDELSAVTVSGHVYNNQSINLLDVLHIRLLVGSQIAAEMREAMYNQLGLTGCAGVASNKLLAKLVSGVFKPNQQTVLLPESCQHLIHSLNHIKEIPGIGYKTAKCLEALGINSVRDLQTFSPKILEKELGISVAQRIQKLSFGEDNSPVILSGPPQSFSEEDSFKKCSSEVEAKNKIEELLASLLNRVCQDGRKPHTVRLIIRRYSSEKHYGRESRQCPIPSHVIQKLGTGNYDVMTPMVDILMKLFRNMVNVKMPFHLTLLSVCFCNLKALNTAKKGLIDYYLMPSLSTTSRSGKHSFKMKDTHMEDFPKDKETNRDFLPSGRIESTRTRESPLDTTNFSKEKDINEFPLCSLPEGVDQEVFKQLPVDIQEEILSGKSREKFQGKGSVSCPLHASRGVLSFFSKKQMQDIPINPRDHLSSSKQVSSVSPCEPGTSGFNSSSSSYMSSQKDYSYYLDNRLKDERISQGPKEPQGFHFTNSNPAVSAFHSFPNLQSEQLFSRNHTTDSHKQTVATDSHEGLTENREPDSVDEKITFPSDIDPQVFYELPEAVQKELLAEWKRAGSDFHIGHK
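Pol iota at 10 nM preincubated 15 min with compounds at room temperature; reaction started with fluorescent substrate, 50 nM final. Fluorescence read kinetically at 0 and 10 min; buffer-only wells as negative control.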
* hit, by the source's call; ? = inconclusive; / = not tested or not shown; [ ] = remark or other dose. Unless noted, the call rests on the fitted dose curve; in most records, active means well fitted curve in the direction sought with a large enough effect; inconclusive means small, poorly fitted or top-dose-only effect, or another doubt; inactive means no such curve, though single readings can be large; an effect the other way counts as inactive or inconclusive. An excerpt; the hit share may differ from the screen's.

item | Molecule | POLB inh | Anesthetic bind | TRHR ag | 12-LOX inh | ERG Ets-DNA blk
1 | Cc1c(C(=O)Nc2ccc(Cl)cn2)oc2ccccc12 | 18% | 6% | 0.2 | 2% | -3%
2 | CS(=O)(=O)Nc1ccccc1C(=O)OCc1cc(=O)n2nc(C3CCCCC3)sc2n1 | 1% | ? | -2.0 | ? | 14%
3 | Cn1cccc1/C=C(/C#N)c1ccc(F)cc1 | -18% | -18% | 1.8 | -20% | 1%
4 | N#Cc1c(-n2ccnc2)cccc1-n1ccnc1 | 18% | -5% | -0.2 | ? | 4%
5 | O=C(NCCOCCn1c(=O)oc2ccccc21)Nc1ccc(F)cc1 | -16% | 0% | -0.5 | -18% | 0%
6 | CCOc1ccc2c(c1)c(N=NC(=N)N)c(O)n2C | 32% | -10% | 0.2 | -10% | -4%
7 | CC1CCCN(C(=O)C(C)Nc2cc(Cl)ccc2N2CCOCC2)C1 (stereo not drawn) | 5% | -16% | -0.2 | ? | 13%
8 | CC(C(=O)NCc1ccco1)n1ccc2cc(S(=O)(=O)N3CCCCC3)ccc21 (stereo not drawn) | 1% | -17% | 0.6 | 1% | -3%
9 | CC(=O)OCCSc1c(-c2ccccc2)c2cc(Cl)ccc2[nH]c1=O | -8%[57.1 µM] | ? | 0.6 | -17% | 1%
10 | CC(C)(C)C(=O)c1sc2nc(-c3cccs3)cc(C(F)(F)F)c2c1N | 3% | 4% | -0.2 | -30% | 1%
11 | N#C/C(=C(/O)c1ccc(F)cc1)c1nc2ccccc2s1 | -3% | -3% | 1.5 | -3% | 0%
12 | COc1cccc(C(=O)N2CCN(CCCc3ccccc3)CC2)c1OC | -6% | -12% | 0.1 | ? | 0%
13 | CCC(NC(=S)NCc1ccc(F)cc1)c1ccccc1 (stereo not drawn) | 30% | -17% | 2.2 | ? | 6%
14 | Cc1ccc(OCc2ccc(C(=O)Nc3nc4ccccc4n3C)o2)c([N+](=O)[O-])c1 | -1% | 0% | 0.3 | 5% | 7%
15 | N#Cc1cc(-c2ccccc2)nnc1Sc1ccc(Cl)cc1 | 0% | -11% | -0.5 | 36%[activator] | 1%

item | APE1 inh | BLM inh | POLK inh | POLI inh
1 | 2% | 4% | -17% | 25%
2 | / | -5% | -8%[60.1 µM] | 33%[activator]
3 | -6% | -4% | -10% | 122%[activator]
4 | -4% | -1% | 6% | 33%[activator]
5 | / | 1% | -1% | 22%
6 | 12% | 2% | -4% | 24%
7 | -3% | 0% | 0% | 14%
8 | 80%[activator] | -12% | -8% | -18%
9 | 5% | -8% | -7% | 13%
10 | 0% | -13% | 2% | 8%
11 | -10% | -7% | 0% | 73%[activator]
12 | -4% | -1% | -1% | 28%
13 | 17% | -6% | -13% | 4%
14 | 2% | -2% | -15% | 12%
15 | 0% | -1% | -11% | 9%

Single records, from the list above.
CCOc1ccc2c(c1)c(N=NC(=N)N)c(O)n2C as listed: POLB inh = 32%; Anesthetic bind = -10%; TRHR ag = 0.2; 12-LOX inh = -10%; ERG Ets-DNA blk = -4%; APE1 inh = 12%; BLM inh = 2%; POLK inh = -4%; POLI inh = 24%
Cn1cccc1/C=C(/C#N)c1ccc(F)cc1 as listed: POLB inh = -18%; Anesthetic bind = -18%; TRHR ag = 1.8; 12-LOX inh = -20%; ERG Ets-DNA blk = 1%; APE1 inh = -6%; BLM inh = -4%; POLK inh = -10%; POLI inh = 122%[activator]
Cc1ccc(OCc2ccc(C(=O)Nc3nc4ccccc4n3C)o2)c([N+](=O)[O-])c1 as listed: POLB inh = -1%; Anesthetic bind = 0%; TRHR ag = 0.3; 12-LOX inh = 5%; ERG Ets-DNA blk = 7%; APE1 inh = 2%; BLM inh = -2%; POLK inh = -15%; POLI inh = 12%

The listing continues:
item | Molecule | POLB inh | Anesthetic bind | TRHR ag | 12-LOX inh | ERG Ets-DNA blk
16 | Cc1ccc(/C=N/NC(=S)NC2CCCCC2)o1 | 5% | -20% | 0.7 | ? | -5%
17 | CCCCC(=O)Nc1nnc(SCC(=O)NC2CC2)s1 | 26% | -4% | 0.0 | -7% | 2%
18 | CC1(C)OC2OC(COC(=O)c3ccc([N+](=O)[O-])cc3)C3OC(C)(C)OC3C2O1 (stereo not drawn) | 19% | -9% | 0.3 | 16% | 6%
19 | O=C(NCCCn1ccnc1)C(=O)NCC1OCCN1S(=O)(=O)c1ccc(Br)cc1 (stereo not drawn) | 57% | -4% | 0.9 | -16% | -9%
20 | O=C(CN1C(=O)/C(=C\c2cccc(Br)c2)Oc2ccccc21)NCCCN1CCOCC1 | 4% | -2% | -0.6 | -29% | 0%
21 | O=C(O)c1cc2nc(-c3ccccc3)cc(C(F)(F)F)n2n1 | 5% | 4% | 2.0 | -28% | -7%
22 | CCOC(=O)N1C=CC=C[C@@H]2[C@@H](N3C(=O)c4ccccc4C3=O)C(=O)N21 | 21% | -7% | -0.7 | -6% | -3%
23 | Cc1ccc(C)c(C(=O)COC(=O)CN2C(=O)C3C4C=CC(C4)C3C2=O)c1 (stereo not drawn) | ? | -6% | -0.1 | 15% | -8%
24 | C[C@@H](OC(=O)c1[nH]cnc1C(=O)N1CCc2ccccc2C1)c1ccccc1 | / | / | / | 15% | -3%
25 | Oc1cccc(C(Nc2ccccn2)c2ccc3cccnc3c2O)c1Cl (stereo not drawn) | -18% | -8% | -0.1 | ? | 2%
26 | Cc1ccc(C(=O)CCS(=O)(=O)c2ccc(F)cc2)cc1 | 9% | -7% | 0.6 | ? | -6%
27 | COc1ccc(NS(=O)(=O)c2cc(NC(=O)c3cnc(C)cn3)ccc2N2CCCC2)cc1 | 11% | -14% | 0.6 | -18% | -7%
28 | COCCNc1ccc(S(=O)(=O)N2CCCC2)cn1 | 15% | -4% | 1.0 | -1% | -3%
29 | C#CCOCCOCCOCCNc1nc(N2CCN(C(=O)[C@H]([C@@H](C)CC)n3cc(CCCCN)nn3)CC2)nc(N2CCN(C(=O)[C@H](CCCCN)n3cc(CCCC)nn3)CC2)n1 | / | / | -0.1 | ? | 1%
30 | Cc1cc(Br)ccc1S(=O)(=O)n1ccnc1C | 0% | -3% | 0.1 | -4% | -1%

item | APE1 inh | BLM inh | POLK inh | POLI inh
16 | -2% | -3% | -5% | 19%
17 | 7% | 1% | 5% | 24%
18 | 4% | -3% | -4% | -8%
19 | -8% | -4% | -14% | 4%
20 | -10% | -9% | -12% | -1%
21 | 1% | -6% | -1% | 25%
22 | 0% | 3% | -9% | 189%[activator]
23 | 18% | 1% | -5% | -5%
24 | -2% | / | -16% | 65%[activator]
25 | / | -5% | -24% | 27%
26 | 49% | 0% | -12% | ?
27 | -1% | -10% | -7% | 4%
28 | 17% | 1% | -3% | 10%
29 | 17% | / | 6% | 21%
30 | 0% | 1% | 5% | -9%

Exported field by field: entries from further up.
[21] O=C(O)c1cc2nc(-c3ccccc3)cc(C(F)(F)F)n2n1
  POLB inh: 5%	Anesthetic bind: 4%	TRHR ag: 2.0	12-LOX inh: -28%	ERG Ets-DNA blk: -7%	APE1 inh: 1%	BLM inh: -6%	POLK inh: -1%	POLI inh: 25%

[22] CCOC(=O)N1C=CC=C[C@@H]2[C@@H](N3C(=O)c4ccccc4C3=O)C(=O)N21
  POLB inh: 21%	Anesthetic bind: -7%	TRHR ag: -0.7	12-LOX inh: -6%	ERG Ets-DNA blk: -3%	APE1 inh: 0%	BLM inh: 3%	POLK inh: -9%	POLI inh: 189%[activator]

The list goes on.
item | Molecule | POLB inh | Anesthetic bind | TRHR ag | 12-LOX inh | ERG Ets-DNA blk
31 | Cc1ccccc1CNC(=O)Cn1ncn2nc(-c3cccs3)cc2c1=O | 11% | 3% | -0.7 | -19% | 10%
32 | COc1ccc(-c2nc3c4cnn(-c5ccccc5F)c4ncn3n2)cc1 | 9% | 7% | 0.1 | -11% | -2%
33 | COc1ccc(C2C(C(=O)c3ccccc3)=C(C)Nc3nc4ccccc4n32)cc1OC (stereo not drawn) | 15% | 4% | -0.7 | 26% | -1%
34 | Cc1cc(C)nc(SCC(=O)Nc2cccc(S(=O)(=O)N(C)C)c2)n1 | -5% | -9% | -0.5 | 7% | 0%
35 | Cc1snc(SCc2ccc(F)cc2)c1C#N | 5% | -15% | 1.1 | 4% | -16%
36 | COc1ccccc1NC(=O)c1sc(-c2ccc(Cl)cc2)cc1N | 0% | -4% | -1.2 | -2% | -1%
37 | CCOc1ccc(CNC(=O)C2CCCN(S(=O)(=O)N(C)c3ccc(F)cc3)C2)cc1OC (stereo not drawn) | -1% | 18% | -0.3 | ? | 3%
38 | CCCCN(C)S(=O)(=O)c1cc(-c2nnc3c4ccccc4c(C)nn23)ccc1C | -1% | -16% | 0.2 | -17% | 1%
39 | O=C(CSc1ncnc2c1oc1ccccc12)Nc1ccccc1F | 32% | -5% | -0.6 | 12% | -11%
40 | O=C(COc1ncnc2ccccc12)Nc1cc([N+](=O)[O-])ccc1Cl | 0% | -16% | 0.2 | -3% | 17%
41 | Brc1ccc(-c2csc(/N=C/N3CCCC3)n2)cc1 | ? | -15% | -0.1 | -21% | -7%
42 | Cc1ccccc1CN1CCN(C/C=C/c2ccccc2)CC1 | -14% | -16% | 0.0 | / | /
43 | COc1cc(/C=C2/C(=N)N3C(c4ccccc4)=CSC3=NC2=O)ccc1OCC(=O)O | -22% | -13% | 0.6 | -28% | 2%

item | APE1 inh | BLM inh | POLK inh | POLI inh
31 | / | -2% | 1% | ?
32 | / | -7% | -3% | 3%
33 | 14% | 7% | -12% | -12%
34 | -2% | 2% | -12% | 93%[activator]
35 | -17% | -5% | -23% | -13%
36 | / | -4% | 5% | -16%
37 | / | -2% | -16% | 20%
38 | / | 1% | -6%[60.1 µM] | -9%
39 | -3% | 1% | 4% | -8%
40 | 0% | 1% | 0% | 89%[activator]
41 | -9% | -3% | -17% | 12%
42 | -11% | -4% | -12% | -9%
43 | 15% | -9% | -27% | -30%
